KOR beta-arrestin-1 = kappa opioid receptor activators – cell-based, luminescence, uHTS, primary screen (AID 1777). one-dose activation, % at 10 µM; EC50 in µM for titrated hits. actives 0.02% (n = 280,000). KOR beta-arrestin recruitment, luminescence; higher % means a stronger effect; in the data active = activation above about 50%, passing the limit was not always enough; also: a part of the inactive calls stands beside numbers as strong as those of hits
NOD1 inhibition = NOD1 signaling inhibitors, primary screen, cell-based, luminescence, uHTS (AID 1578); NOD1-driven NF-kB luciferase reporter cells, luminescence; higher % means a stronger effect; inhibition, % at 4 µM, or EC50 in µM where a hit was titrated; actives 1% (n = 290,000); in the data active = inhibition mostly above about 36%, no sharp cut-off; inactive = mostly below about 34%;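 also: HEK-293T reporter cells stimulated with the NOD1 agonist gamma-tri-DAP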
TNAP activators = human TNAP enzyme activators, primary screen, biochemical, luminescent, no phosphate acceptor, uHTS (AID 1001) | purified TNAP, luminescent activation assay, no phosphate acceptor; higher activation fold means a stronger effect | activation fold at 20 µM; hits with a dose series show EC50 in µM | actives 0.03% (n = 200,000); in the data active = activation fold from about 3, or a potency from the dose series; inactive = the rest, 99 in 100 with activation fold below about 1.6; also: many of its hits are not listed in these tables
HEK293 NOD2/NF-kB = inhibition of NOD2-driven NF-kB reporter – cell-based, luminescence, uHTS, HEK293 (AID 1566); inhibition, % at 4 µM; hits with a dose series show EC50 in µM; HEK293 NOD2/NF-kB luciferase reporter, luminescence; higher % means a stronger effect; actives 0.63% (n = 290,000); also: many of its hits are not listed in these tables
KOR beta-arrestin-2 = kappa opioid receptor blockers – cell-based, luminescence, uHTS (AID 1778); KOR beta-arrestin recruitment, luminescence, antagonist mode; higher % means a stronger effect; one-dose inhibition, % at 10 µM; IC50 in µM for titrated hits; actives 0.091% (n = 290,000); also: strong numbers were not always called active
ER stress rescue = protection against thapsigargin-triggered cell killing – 384-well, CSM14.1, ATP luminescence, primary screen (AID 1222); CSM14.1 thapsigargin-induced death rescue, ATP luminescence; higher % means a stronger effect; cellular ATP content (survival), % at 20 µM, or EC50 in µM where a hit was titrated; 190,000 tested, under 10 active;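 active = EC50 below 50 µM in the dose-response confirmation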;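 also: death triggered by thapsigargin at about 15 µM added after 2 h compound pretreatment; cell ATP read after overnight thapsigargin exposure of roughly 18 to 22 hours; normalized against plate controls of thapsigargin alone and 5% DMSO vehicle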
NTR1 ag = agonists of NTR1, primary screen, imaging, U2OS cells, beta-arrestin-GFP, high content (AID 493036). P30989. NTR1-U2OS beta-arrestin-GFP spot imaging, agonist mode. activation, % at 20 µM. actives 0.17% (n = 330,000);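 active = activation at or above 40% of the spot to cytoplasm intensity ratio, with at least 20 cells analyzed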;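 also: 0% = DMSO without peptide and 100% = 100 nM NTR1 peptide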
Target sequence (P30989 whole entry, looked up): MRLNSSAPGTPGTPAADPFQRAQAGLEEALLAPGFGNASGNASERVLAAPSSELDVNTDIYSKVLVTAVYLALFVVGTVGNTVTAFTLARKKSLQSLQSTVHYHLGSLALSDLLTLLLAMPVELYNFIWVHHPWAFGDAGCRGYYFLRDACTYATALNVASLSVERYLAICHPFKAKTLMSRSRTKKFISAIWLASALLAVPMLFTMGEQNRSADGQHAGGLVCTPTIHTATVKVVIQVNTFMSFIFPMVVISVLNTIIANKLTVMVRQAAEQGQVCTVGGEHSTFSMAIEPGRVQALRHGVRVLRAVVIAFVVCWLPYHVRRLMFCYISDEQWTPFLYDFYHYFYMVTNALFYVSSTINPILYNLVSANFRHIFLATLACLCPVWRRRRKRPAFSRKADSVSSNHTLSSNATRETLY
Yfh1-off respiration = enhancers of respiration in Yfh1-depleted yeast, dose response, Friedreich's ataxia, plus single-dose screen (AID 1465); S. cerevisiae Yfh1-off respiration, WST-1 reduction, 72 h; higher fold induction means a stronger effect; one-dose fold induction at 50 µM; EC50 in µM for titrated hits; actives 0.074% (n = 220,000);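 active = fold induction of absorbance versus untreated yeast above a set limit, then at least 30% activation at any dose in follow-up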;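 also: activators that raise dye reduction in frataxin-depleted yeast; strong numbers were not always called active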
GPR55 activation = selective activators of receptor GPR55 – imaging, U2OS cells, beta-arrestin-GFP redistribution, primary screen (AID 1961) | U2OS GPR55 beta-arrestin-GFP redistribution imaging; higher % means a stronger effect | activation, % at 10 µM, or EC50 in µM where a hit was titrated | actives 0.048% (n = 290,000);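 active = activation above 40% with more than 50 cells counted in the well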;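 also: U2OS osteosarcoma cells stably expressing GPR55 and beta-arrestin-GFP; plate controls were DMSO negative control for no effect and LPI positive control for full effect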
NTR1 ag cell count 20 µM = also measured in NTR1 ag; calls as there; cell count; measured here: cell count, cytotoxicity flag
* hit, by the source's call; i = inactive; . = not tested or not shown; [ ] = another dose, or the depositor's remark. Rule as the data show it, unless noted: active = inhibition above about 50%; inactive = the rest. Not all compounds are listed, so the mix of outcomes need not match the whole.

SMILES	KOR beta-arrestin-1	NOD1 inhibition	TNAP activators	HEK293 NOD2/NF-kB	KOR beta-arrestin-2	ER stress rescue	NTR1 ag	NTR1 ag cell count 20 µM	Yfh1-off respiration	GPR55 activation
COC(=O)c1ccc(/C=N\NC(=O)c2c(C)nc3ccc(Cl)cn23)cc1	-2.0%	-18%	.	8%	-74%[20 µM]	.	-0.5	52	.	0.3%
CCOCC(=O)Nc1cc([N+](=O)[O-])ccc1C	-2.5%	2%	1.1	10%	-6%	0.3%	1.4	46	i	-0.2%
CC1CCCN(C(=O)C2CCN(Cc3ccc4c(c3)OCO4)CC2)C1 (stereo not drawn)	2.6%	7%	.	5%	-4%	.	-0.4	56	.	-0.2%
COc1ccc2[nH]c(C(=O)N3CCN(c4ccccc4F)CC3)c(C)c2c1	10%	-3%	.	-2%	33%	.	-0.4	83	.	0.4%
O=C(NCCCN1CCCC1=O)c1cn(-c2ccccc2)nc1-c1ccccc1	0.0%	-19%	.	-4%	-1%	.	0.7	45	.	0.2%
O=C(O)c1ccc(Sc2nnc3ccccn23)c([N+](=O)[O-])c1	.	-5%	.	7%	-4%	.	1.0	46	i	-0.2%
CC1(C)CC(=O)c2c(S(C)(=O)=O)sc(Br)c2C1	3.9%	-8%	.	17%	-2%	.	-0.7	53	i	0.3%
CC(C)OC(=O)Nc1ccc2c(c1)N(C(=O)CCN1CCN(CCO)CC1)c1ccccc1CC2	.	24%	1.1	-14%	-2%[20 µM]	-2.2%	1.3	40	i	-0.1%
CN(C)c1oc(-c2ccccc2F)nc1C#N	-4.6%	4%	1.1	10%	32%	.	-1.7	60	i	-0.1%
CCCn1c(NCCO)nc2ccccc21	-2.6%	-4%	1.1	17%	0%	-2.5%	0.6	43	i	-0.1%
CCN(CC)CCNc1ccc2nnc(CCNS(=O)(=O)c3ccc(C)cc3)n2n1	1.0%	-38%	1	-14%	-19%	-1.3%	0.2	65	i	-0.6%
CN(C(=O)COC(=O)c1cccnc1Nc1cccc(C(F)(F)F)c1)C1CCS(=O)(=O)C1 (stereo not drawn)	2.0%	-30%	1	3%	11%	-2.0%	3.2	62	i	-0.1%
CCn1ncc(S(=O)(=O)Nc2cccnc2)c1C	-4.0%	2%	.	13%	-9%	.	1.5	55	.	0.0%
CC(=O)N1CCC(C(=O)N2CCN(S(=O)(=O)c3ccc(F)cc3)CC2)CC1	0.9%	7%	.	17%	-14%	.	0.5	57	.	-0.2%
CCCN1C(=O)c2cc(C(=O)Nc3cccc(C(C)=O)c3)ccc2C1Nc1cccc(C(C)=O)c1 (stereo not drawn)	7.2%	-8%	.	10%	-13%	.	6.7	60	i	0.3%
CCN(c1cccc(C)c1)S(=O)(=O)c1csc(C(N)=O)c1	1.6%	3%	.	12%	5%	.	-0.6	53	.	0.0%
COc1ccc(C(C(=O)NC2CCCC2)N(Cc2ccco2)C(=O)c2snc(C(N)=O)c2N)cc1OC (stereo not drawn)	1.4%	-12%	.	4%	-9%	.	9.2	44	.	-0.2%
CC(NC(=O)CSc1nc2ccc(N)cc2s1)c1ccccc1 (stereo not drawn)	.	-1%	1	-2%	1%[20 µM]	3.4%	-0.3	48	i	0.3%
Cc1ccsc1/C=N/Nc1nc2ccccc2[nH]1	-4.3%	-32%	1.8	-4%	62%	-2.5%	.	.	i	-0.1%
Cc1nc(NC(=O)CSc2nnc(-c3ccccc3)c(-c3ccccc3)n2)c(Cl)cc1Cl	4.3%	-16%	1.1	7%	10%	8.0%	8.4	56	.	0.1%
c1ccc2nc(-c3nc4ccccc4[nH]3)ccc2c1	-1.4%	-14%	1.2	-157%	-13%	.	1.1	36	i	-0.1%
C=C1CCN(C(C(=O)OC)C(C)C)S(=O)(=O)c2ccc(F)cc21 (stereo not drawn)	-1.3%	-3%	.	3%	10%	.	-6.2	94	i	0.0%
CS(=O)(=O)N1CCN(C(=S)NCc2ccc(Cl)cc2)CC1	-1.6%	-14%	1.2	20%	-8%	0.4%	-0.4	48	i	0.3%
Cc1ccc(-n2ncc3c(NNC(=O)c4ccco4)ncnc32)cc1C	-0.7%	-6%	.	11%	13%	.	-0.5	55	.	-0.1%
CC(C)C[C@H]1CN=C(Nc2ccccc2)N1CC1CCCC1	4.6%	-20%	.	12%	-5%[20 µM]	.	-1.7	58	.	-0.3%
Cc1ccccc1OCC(=O)N/N=C/c1ccc(N2CCOCC2)o1	-4.2%	-24%	.	12%	6%	.	9.4	67	.	0.2%
CC(=O)NCCc1nc2cc(NC(=O)COc3cccc(C)c3)ccc2n1C	-1.5%	-20%	.	-17%	-38%	.	-0.1	54	.	-0.1%
CC(C)OC(=O)N(C)c1ccc(C(O)(C(F)(F)F)C(F)(F)F)cc1	1.9%	1%	1.1	8%	-38%	-0.7%	1.0	50	i	0.6%
Cc1ccc(S(=O)(=O)c2cc(OC(=O)c3ccco3)ccc2OC(=O)c2ccco2)cc1	3.6%	-8%	1.2	-3%	-19%	-1.9%	0.4	58	i	0.5%
COc1ccc(-c2csc(NC(=O)c3ccc(S(=O)(=O)N4CCc5ccccc5C4)cc3)n2)cc1	3.9%	-34%	1.1	20%	-12%	-1.7%	2.4	57	i	0.2%
Nn1c(SCC(=O)Nc2ccc3c(c2)OCO3)nnc1C1CCCCC1	2.0%	-21%	1	-16%	-7%	2.6%	0.9	54	.	0.2%
COCCN(C(=O)CCC(=O)Nc1cc(C)on1)C(C(=O)NC(C)(C)C)c1ccccc1Cl (stereo not drawn)	-2.2%	-26%	.	12%	-16%	.	-0.5	51	.	0.1%
COc1ccc(CP(=O)(c2ccccc2)c2ccccc2)cc1	-2.0%	-19%	.	-3%	-26%[20 µM]	.	0.5	66	.	-0.3%
NS(=O)(=O)c1ccc(CNC(=S)NCc2ccc(F)cc2)cc1	3.1%	15%	.	29%	-17%	.	-1.3	60	.	-0.1%
CC(=O)Nc1cccc(-c2csc(NCc3ccco3)n2)c1	.	-20%	1.1	-8%	7%	1.4%	0.9	79	i	0.6%
CNC(=O)/C(C#N)=C/c1ccc(-c2nc3ccccc3s2)o1	169%*	-6%	.	-119%	8%	.	-0.1	54	i	0.0%
C=C(C)CSc1nc(N)c2c3c(sc2n1)CCC3	2.5%	-72%	1	-34%	-13%	-3.0%	-0.5	51	i	-0.2%
O=[N+]([O-])c1ccc(Cl)cc1CNc1ccc(F)c(F)c1	1.9%	-19%	1.1	6%	-27%	-2.5%	-0.2	47	i	-0.1%
O=C(O)Cc1sc(-c2ccc(C(=O)O)cc2)nc1-c1ccccc1	1.7%	-13%	1.1	-21%	4%	-0.2%	0.5	64	i	0.0%
CCOc1ccc(C2c3cc(OC)c(OC)cc3CC(=O)N2c2ccccc2)cc1 (stereo not drawn)	-0.2%	.	1	-1%	2%	-0.7%	0.2	65	i	-0.1%
CS(=O)(=O)c1ccc2nc(NC(=O)CCC(=O)c3cccs3)sc2c1	-0.8%	-8%	1.1	2%	-19%	-1.8%	0.8	58	i	-0.1%
C=CCNc1nc(NCc2ccccc2)c(C#N)c2c1CN(C)CC2	0.3%	-21%	1	8%	-7%	-0.1%	2.2	59	i	-0.3%
N#Cc1ccccc1CSc1nc(N)cc(N)n1	3.3%	65%	.	18%	-12%	.	1.4	64	.	0.3%
O=C(CCCNS(=O)(=O)c1ccccc1)NCc1ccco1	-0.1%	.	1.1	14%	14%	.	-1.0	80	i	0.5%
O=C(NCCCN1CCOCC1)c1ccc2c(c1)N(Cc1c(F)cccc1Cl)C(=O)CS2	-1.8%	-24%	.	10%	6%	.	-1.1	38	.	0.6%
Cc1cc(C)c2c(CN3CCOCC3)cc(=O)oc2c1	5.2%	3%	.	17%	-20%	.	0.4	36	i	-0.3%
CC1CCCCC1NC(=O)C1CCN(S(=O)(=O)c2cccc3nonc23)CC1 (stereo not drawn)	-2.0%	6%	.	9%	-14%	.	0.4	51	.	0.3%
CC(=NCCCn1ccnc1)c1c(C)[nH]n(-c2ccc([N+](=O)[O-])cc2)c1=O	-3.6%	-21%	1	16%	-16%	-0.2%	-0.1	47	i	0.1%

Entries from the list above containing a nitro group on carbon:
SMILES	KOR beta-arrestin-1	NOD1 inhibition	TNAP activators	HEK293 NOD2/NF-kB	KOR beta-arrestin-2	ER stress rescue	NTR1 ag	NTR1 ag cell count 20 µM	Yfh1-off respiration	GPR55 activation
CCOCC(=O)Nc1cc([N+](=O)[O-])ccc1C	-2.5%	2%	1.1	10%	-6%	0.3%	1.4	46	i	-0.2%
O=C(O)c1ccc(Sc2nnc3ccccn23)c([N+](=O)[O-])c1	.	-5%	.	7%	-4%	.	1.0	46	i	-0.2%
O=[N+]([O-])c1ccc(Cl)cc1CNc1ccc(F)c(F)c1	1.9%	-19%	1.1	6%	-27%	-2.5%	-0.2	47	i	-0.1%
CC(=NCCCn1ccnc1)c1c(C)[nH]n(-c2ccc([N+](=O)[O-])cc2)c1=O	-3.6%	-21%	1	16%	-16%	-0.2%	-0.1	47	i	0.1%

Structures listed so far that contain a CF3 group, in the order listed:
SMILES	KOR beta-arrestin-1	NOD1 inhibition	TNAP activators	HEK293 NOD2/NF-kB	KOR beta-arrestin-2	ER stress rescue	NTR1 ag	NTR1 ag cell count 20 µM	Yfh1-off respiration	GPR55 activation
CN(C(=O)COC(=O)c1cccnc1Nc1cccc(C(F)(F)F)c1)C1CCS(=O)(=O)C1 (stereo not drawn)	2.0%	-30%	1	3%	11%	-2.0%	3.2	62	i	-0.1%
CC(C)OC(=O)N(C)c1ccc(C(O)(C(F)(F)F)C(F)(F)F)cc1	1.9%	1%	1.1	8%	-38%	-0.7%	1.0	50	i	0.6%

Carrying on:
SMILES	KOR beta-arrestin-1	NOD1 inhibition	TNAP activators	HEK293 NOD2/NF-kB	KOR beta-arrestin-2	ER stress rescue	NTR1 ag	NTR1 ag cell count 20 µM	Yfh1-off respiration	GPR55 activation
CN(c1ccc(C(=O)Nc2ccccn2)cc1)S(=O)(=O)c1ccccc1	-2.9%	-21%	1.1	-18%	19%[20 µM]	-0.8%	1.9	58	i	-0.1%
Cc1ccc2oc(=O)c3cnn(CC(=O)N4CCCc5ccccc54)c3c2c1	3.7%	-23%	1	-4%	-24%	-2.1%	3.0	47	i	1.2%
Cc1nn(-c2ccccc2)c(C)c1C(=O)OCC(=O)NC(=O)NC1CCCCC1	2.3%	-3%	1	-6%	-7%	-0.5%	0.9	66	i	-2.3%
COc1cc(CNc2ccc3[nH]c(=O)[nH]c3c2)cc(Br)c1OCc1ccccc1F	-16%	.	.	.	20%	.	2.2	88	.	0.0%
Cc1cc(S(=O)(=O)N2CCCc3ccccc32)ccc1-n1cnnn1	1.2%	-15%	.	-7%	-23%	.	0.2	47	.	0.3%
CC1(C)CC(=O)C(C=NCCN2CCN(C3CC(=O)N(c4ccc(Br)cc4)C3=O)CC2)=C(O)C1 (stereo not drawn)	.	-30%	1.1	-5%	-22%[20 µM]	0.5%	2.1	21	i	0.2%
CCCCOc1ccc(/C(N)=N/O)cc1	3.2%	-32%	1	-24%	-11%	-0.9%	-0.1	55	i	0.0%
Cn1c(C2=C(O)CN(Cc3ccccc3)C2=N)[n+](C)c2ccccc21	1.1%	-24%	1	9%	-26%	-1.5%	0.6	52	i	-0.4%

Bioassay records: PubChem, several laboratories
